# Source: PubChem BioAssay (National Center for Advancing Translational Sciences (NCATS))
# ERK AVP inh: inhibitors of vasopressin-stimulated ERK signaling pathway; HEK293-V1b, vasopressin-stimulated pERK AlphaScreen; Potency, µM (series often up to 57.5 µM), without a hit: top-dose activity, negative = inhibition, hits mostly inhibitors; 0.99% of 72,000 active; AID 995; note: potency is the fitted concentration of half-maximal effect; % is set by controls: 0 for no effect and ±100 for the full control effect; nearly all actives have a fitted effect of over 55% in size
#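 qHTS, compounds titrated on V1b-expressing HEK293 cells. Preincubation 30 min at 37C, vasopressin 25 nM for 5 min, lysis 10 min, bead incubation 5 hr at room temperature.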
# Casp7 inh: blocks human caspase-7 allosterically or competitively. AID 889. Potency, µM (titrated, usually from 57.5 µM), for inactives: top-dose activity change, negative = inhibition, usual class: inhibitors. recombinant caspase-7, Ac-DEVD-AFC fluorescence rate. P55210. 0.02% of 75,000 active; active = well fitted inhibition curve with a large enough effect in the main read-out, with a control signal flat, not every such curve was filed as active; inconclusive = small, poorly fitted or top-dose-only effect, or a change in a side signal; note: potency is the fitted concentration of half-maximal effect; % of control where 0% means no effect
# Rhodamine autofl: compound autofluorescence in rhodamine spectral region. Rhodamine-region fluorescence, 547/598 nm, Tris buffer; hits give high values. max dye-equivalent concentration, M. 0.05% of 59,000 active; in the data active = max dye-equivalent concentration above about 11 nM; inconclusive = between about 1.1 nM and that limit
#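 Read-out is relative fluorescence at 547 nm excitation and 598 nm emission, expressed as dye-equivalent concentration using rhodamine standards on every plate. Each compound was profiled across a concentration series after 15 min in 100 mM Tris, pH 8.0.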
# A350 autofl: compound fluoresces in the Alexa 350 spectral region; max dye-equivalent concentration, M; Compound autofluorescence, 340/450 nm, Alexa 350 dye-equivalents; hits give high values; 11% of 59,000 active; AID 590; in the data active = max dye-equivalent concentration above about 10 nM; inconclusive = mostly about 1.1 nM to 9.6 nM
# FLuc inh: inhibitors of firefly luciferase; Potency, µM (titrated, usually from 57.1 µM), inactives show at the highest dose activity change, negative = inhibition, hits mostly inhibitors; P08659; 2.2% of 72,000 active; purified firefly luciferase, luminescence, 8 min; note: potency is the fitted concentration of half-maximal effect; % is set by controls: 0 for no effect and ±100 for the full control effect; nearly all actives have a fitted effect of over 40% in size
# Target sequence (P08659 whole entry, looked up): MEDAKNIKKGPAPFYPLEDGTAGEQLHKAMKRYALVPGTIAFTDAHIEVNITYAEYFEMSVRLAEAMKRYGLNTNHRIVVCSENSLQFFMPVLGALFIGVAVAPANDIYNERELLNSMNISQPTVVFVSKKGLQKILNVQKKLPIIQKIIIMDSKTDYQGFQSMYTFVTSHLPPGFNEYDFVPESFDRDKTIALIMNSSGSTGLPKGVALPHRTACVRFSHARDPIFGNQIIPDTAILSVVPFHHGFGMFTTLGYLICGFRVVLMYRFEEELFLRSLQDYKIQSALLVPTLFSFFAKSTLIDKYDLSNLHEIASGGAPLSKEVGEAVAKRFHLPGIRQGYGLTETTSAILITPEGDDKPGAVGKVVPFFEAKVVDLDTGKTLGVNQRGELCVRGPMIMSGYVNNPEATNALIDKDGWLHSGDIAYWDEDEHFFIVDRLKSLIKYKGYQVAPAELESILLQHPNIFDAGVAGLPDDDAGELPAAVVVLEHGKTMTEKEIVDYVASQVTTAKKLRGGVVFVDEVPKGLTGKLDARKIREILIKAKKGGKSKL
#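 Substrate buffer containing 10 uM ATP (pH 7.2 imidazole, Mg2+, KCl, detergent, BSA) is dispensed, compound pinned in, then luciferase/luciferin detector mix added. After 8 min at ambient temperature, light output is measured.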
# 4MU fluor: compounds fluorescent in 4-MU spectral region. compound autofluorescence, 340/450 nm, 4-MU equivalents; hits give high values. max dye-equivalent concentration, M. 11% of 59,000 active. AID 589; in the data active = max dye-equivalent concentration above about 10 nM; inconclusive = mostly about 1.1 nM to 9.6 nM
#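 Compounds in 100 mM Tris, pH 8.0, sat 15 min at room temperature before fluorescence was read at 340 nm excitation/450 nm emission; a per-plate six-point 4-MU standard curve converted signals to dye-equivalent concentration at each compound concentration.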
# HEK293 cAMP ctrl: parental HEK293 cAMP activation (counter-screen). parental HEK293 CNG cAMP sensor, membrane potential fluorescence. Potency, µM (series often up to 57.1 µM), without a hit: top-dose activation, actives largely listed as activators. 2.5% of 73,000 active. AID 938; note: potency is the fitted concentration of half-maximal effect; % of control where 0% means no effect; nearly all actives have a fitted effect of over 55% in size
#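 Counterscreen for endogenous-receptor signalling: CNG-channel HEK 293 cells report cAMP rise by membrane depolarization. After 60 min dye equilibration with 100 uM RO 20-1724, compounds incubated 30 min before bottom-read fluorescence at 590 nm.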
# Tau fil binding: binds recombinant human tau filaments; recombinant tau filaments, thioflavin S fluorescence, 15 h; filaments grown with octadecylsulfate alongside compound; AID 596; Potency, µM (doses to about 57.1 µM), inactives show at the top dose activity change, negative = inhibition; 2% of 71,000 active;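 note: potency is the fitted concentration of half-maximal effect; % is set by controls: 0 for no effect and ±100 for the full control effect; actives lower thioflavin S fluorescence by blocking filaments or displacing dye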
#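 ThS-based fibril read: tau 1 uM final, inducer ODS 30 uM final, 37 C for 15 h, ex 450/em 510 nm.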
# Caspase-1 inhib: allosteric or competitive inhibitors of human caspase-1; P29466; Caspase-1 enzyme, Ac-WEHD-AFC fluorogenic rate; Potency, µM (top dose mostly 57.5 µM), for inactives: at the top dose activity change, negative = inhibition, actives largely listed as inhibitors; 0.03% of 75,000 active;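 note: potency is the fitted concentration of half-maximal effect; plate controls were vehicle for no effect and no substrate for full effect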
# Target sequence (P29466 120-297 limits assumed): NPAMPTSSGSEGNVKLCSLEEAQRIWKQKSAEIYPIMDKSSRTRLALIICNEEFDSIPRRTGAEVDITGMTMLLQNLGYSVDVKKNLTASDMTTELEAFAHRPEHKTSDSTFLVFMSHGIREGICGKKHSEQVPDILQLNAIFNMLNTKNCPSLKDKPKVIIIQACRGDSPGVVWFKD
# Target sequence (P29466 317-404 limits assumed): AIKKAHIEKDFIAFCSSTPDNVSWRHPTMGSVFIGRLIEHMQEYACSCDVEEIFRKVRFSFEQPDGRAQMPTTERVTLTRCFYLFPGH
# Fluorescein autfl: fluorescein region autofluorescence; Compound autofluorescence, 480/540 nm, fluorescein-equivalent; hits give high values; max fluorescein-equivalent concentration, M; 0.91% of 59,000 active; AID 593; in the data active = max fluorescein-equivalent concentration above about 10 nM; inconclusive = between about 1.1 nM and that limit
#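 Library compounds, added at multiple concentrations to pH 8.0 Tris buffer (100 mM), incubate 15 min at room temperature before CCD imaging at 480 nm excitation and 540 nm emission.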
# Texas Red fluor: compound fluoresces in the Texas Red spectral region; Compound fluorescence, Texas Red channel, 547/618 nm; hits give high values; max dye-equivalent concentration, M; 0.06% of 59,000 active; AID 587; in the data active = max dye-equivalent concentration above about 10 nM; inconclusive = between about 1.1 nM and that limit
#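 Compound fluorescence was read after 15 min at room temperature in 100 mM Tris, pH 8.0, using 547 nm excitation and 618 nm emission across a concentration series. It was expressed as Texas Red dye-equivalent concentration from an on-plate standard curve.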
# An asterisk follows results filed as active; i = inactive; u = inconclusive; x = no result given; [ ] = another dose, or the depositor's remark. Unless noted, calls come from the whole dose curve; as a rule, active = well fitted curve in the direction sought with a large enough effect; inconclusive = small, poorly fitted or top-dose-only effect, or another doubt; inactive = no such curve, though single readings can be large; an effect the other way counts as inactive or inconclusive. Some of the compounds tested; count on the stated rates, not on these rows.
No.	molecule	ERK AVP inh	Casp7 inh	Rhodamine autofl	A350 autofl	FLuc inh	4MU fluor	HEK293 cAMP ctrl	Tau fil binding	Caspase-1 inhib	Fluorescein autfl	Texas Red fluor
1	CCc1ccc2nc(NC(=O)c3ccc4c(=O)[nH]c(CN5CCOCC5)nc4c3)sc2c1	-10%	-3%	i	2.5e-08M*	-10%	2.5e-08M*	-3%	-12%	-4%	u	i
2	Cc1ccc(S(=O)(=O)Cn2nnnc2C(c2ccc(F)cc2)N2CCCCC2)cc1 (stereo not given)	2%	-3%	i	i	2%	i	17%	10%	-2%	i	i
3	CC(C)c1ccc(-c2nc(N3CCOCC3)[nH]c(=O)c2C#N)cc1	u	-1%	i	u	0%	i	-7%	36%	1%	i	i
4	COc1cccc(-c2cc(NCc3ccccc3)ncn2)c1	5µM*	-2%	i	i	-5%[2.29 µM]	i	u	10%	-1%	i	i
5	CC(C)N(Cc1nc(-c2ccccc2)no1)C(=O)COc1ccccc1	u	-4%	x	x	1%	x	14%	-11%	-2%	x	x
6	Cn1cccc1Cc1nnc(SCC(=O)Nc2ccc3c(c2)OCO3)n1-c1ccc(F)cc1	u	-9%	x	x	1%	x	8%	-5%	-3%	x	x
7	O=C(Oc1ccccc1)N1CCC2(CC1)CCN(c1ccccc1)CC2	u	-4%	i	i	-2%[11.4 µM]	i	u	-7%	-3%	i	i
8	COc1ccc(N(CC(=O)N2CCCCC2)S(=O)(=O)c2ccccc2)c(OC)c1	-8%	-3%	i	i	4%	i	28%	4%	-1%	i	i
9	COC(=O)C1=C(CN2CCc3ccccc32)NC(=O)NC1c1cc(C)ccc1C (stereo not given)	-22%	-3%	i	i	-1%	i	4%	14%	-5%	i	i
10	CC(NC(=O)c1cccs1)C(c1cccs1)N1CCN(Cc2ccccc2)CC1 (stereo not given)	-9%	-1%	i	i	-6%	i	u	-6%	1%	u	i
11	C=CCn1c(SCC(=O)NCc2ccco2)nc2sc3c(c2c1=O)CCCCC3	-21%	-3%	i	i	0%	i	u	20%	0%	i	i
12	Cn1c(=O)c(-c2ccc(Cl)cc2)nc2cnc(Oc3ccccc3)nc21	7%	-6%	i	u	1%[11.4 µM]	u	14%	u	-7%	i	i
13	COC(=O)C1=C(C)N(C)C(=O)NC1c1cc(Cl)cc(Cl)c1OC (stereo not given)	-19%	-1%	i	i	2%	i	24%	-1%	3%	i	i
14	COc1ccccc1Nc1ncnc2c1cnn2-c1cccc(C)c1	x	x	i	1.5e-08M*	-10%[25.5 µM]	1.4e-08M*	x	x	x	u	i
15	N#CCCn1c(=O)c(CCc2ccccc2)nc2cnc(Oc3ccccc3)nc21	-14%	-5%	i	i	0%[11.4 µM]	i	u	-22%	-5%	i	i
16	COc1ccc(NC(=O)N2CC3(CCN(C(=O)c4cc(C(F)(F)F)cc(C(F)(F)F)c4)CC3)C2)cc1	-7%	-7%	i	i	1%[11.4 µM]	i	18%	-7%	-3%	u	i
17	O=C1C(Cl)=C(NCCCN2CCOCC2)C(=O)N1CCc1ccccc1	23%	-5%	i	i	3%	i	8%	-26%	-3%	i	i
18	CCN(CC)c1ccc(/C=N/n2c(C)cc(C)cc2=O)cc1	u	-11%	x	x	-3%	x	5%[11.4 µM]	5%[11.4 µM]	u	x	x
19	CCCCOC(=O)N1CCOCCOCCN(C(=O)OCCCC)CCOCCOCC1	11%	1%	i	i	3%	i	15%	0%	-1%	u	i
20	c1ccc(-c2cnnc(SCc3cn4cccnc4n3)n2)cc1	1%	-1%	i	1.6e-07M*	-2%	7.6e-08M*	-4%	-12%	-1%	u	i

# Only ERK AVP inh (five entries from above):
cpd	compound	ERK AVP inh
16	COc1ccc(NC(=O)N2CC3(CCN(C(=O)c4cc(C(F)(F)F)cc(C(F)(F)F)c4)CC3)C2)cc1	-7%
17	O=C1C(Cl)=C(NCCCN2CCOCC2)C(=O)N1CCc1ccccc1	23%
18	CCN(CC)c1ccc(/C=N/n2c(C)cc(C)cc2=O)cc1	u
19	CCCCOC(=O)N1CCOCCOCCN(C(=O)OCCCC)CCOCCOCC1	11%
20	c1ccc(-c2cnnc(SCc3cn4cccnc4n3)n2)cc1	1%

# Ordered by SMILES length (smallest number first): 4 of the compounds above.
No.	molecule	ERK AVP inh	Casp7 inh	Rhodamine autofl	A350 autofl	FLuc inh	4MU fluor	HEK293 cAMP ctrl	Tau fil binding	Caspase-1 inhib	Fluorescein autfl	Texas Red fluor
14	COc1ccccc1Nc1ncnc2c1cnn2-c1cccc(C)c1	x	x	i	1.5e-08M*	-10%[25.5 µM]	1.4e-08M*	x	x	x	u	i
13	COC(=O)C1=C(C)N(C)C(=O)NC1c1cc(Cl)cc(Cl)c1OC (stereo not given)	-19%	-1%	i	i	2%	i	24%	-1%	3%	i	i
10	CC(NC(=O)c1cccs1)C(c1cccs1)N1CCN(Cc2ccccc2)CC1 (stereo not given)	-9%	-1%	i	i	-6%	i	u	-6%	1%	u	i
8	COc1ccc(N(CC(=O)N2CCCCC2)S(=O)(=O)c2ccccc2)c(OC)c1	-8%	-3%	i	i	4%	i	28%	4%	-1%	i	i

# Next structures
No.	molecule	ERK AVP inh	Casp7 inh	Rhodamine autofl	A350 autofl	FLuc inh	4MU fluor	HEK293 cAMP ctrl	Tau fil binding	Caspase-1 inhib	Fluorescein autfl	Texas Red fluor
21	c1cncc(CSc2nnc(-c3cccnc3)n2Cc2ccco2)c1	-5%	-1%	i	u	0%	u	-6%	11%	3%	i	i
22	CCc1c(C)sc(NC(=O)c2cc(C)on2)c1C#N	-6%	0%	i	i	-29%	i	5%	-2%	-3%	i	i
23	CC(C)COC(=O)Cc1c(O)c2ccccc2[nH]c1=O	-24%	-2%	x	x	-2%	x	0%	-6%	-1%	x	x
24	Cc1ccc(NC(=O)c2ccco2)cc1NC(=O)CSc1nnc(-c2cccs2)n1C	-12%	-4%	i	i	-4%	i	-3%	-6%	0%	u	i
25	c1ccc(-c2cc3c(-n4cccc4)ncnc3o2)cc1	17%	-2%	i	5.4e-08M*	-7%	3.4e-08M*	20µM*	21%	-1%	u	i
26	CCc1nnc(NC(=O)CSc2nnc(Cc3ccc(OC)cc3)o2)s1	11%	6%	i	u	3%	i	u	3%	0%	u	i
27	C[C@]12CC[C@@H]3c4ccc(O)cc4C(=O)C[C@H]3[C@@H]1CC[C@@H]2O	x	x	i	i	-2%[25.5 µM]	i	x	x	x	u	i
28	Cn1c(SCC(=O)N2CCOCC2)nnc1-c1cccc(NC(=O)c2ccccc2)c1	-6%	-6%	i	i	2%	i	18%	6%	-1%	i	i
29	CCN(CC)S(=O)(=O)c1ccc(C(=O)N2CCN=C2SC)cc1	-9%	0%	x	x	1%	x	-1%	2%	-3%	x	x
30	CC(NC(=O)c1cccs1)c1ccc2c(c1)OCO2 (stereo not given)	-3%	-3%	i	i	2%	i	20%	-10%	0%	i	i
31	CCCn1c(-c2ccc(F)cc2)nc2c(NCC(C)(C)CN(C)C)nc(C)nc21	-9%	-2%	x	x	x	x	25µM*	-8%	-7%	x	x
32	Cc1csc(NC(=O)C2CCCN(S(=O)(=O)c3cnc[nH]3)C2)n1 (stereo not given)	-11%	0%	x	x	1%	x	-4%	-8%	-5%	x	x
33	CC(C)C(NC(=O)CNC(=O)OC(C)(C)C)C(=O)NCc1ccccc1 (stereo not given)	u	4%	i	i	2%	i	20%	-4%	0%	i	i
34	O=c1c2ccccc2c(C=Nc2ccc(Cl)cn2)c(O)n1-c1cc(Cl)ccc1N1CCOCC1	-2%	-5%	i	1.6e-08M*	2%	1.4e-08M*	11%	3%	-3%	u	u
35	CCC(=O)Nc1cc(C(=O)NCC2CCCN2CC)c(OC)cc1N(C)C (stereo not given)	36%[activator]	1%	x	x	3%	x	u	-4%	-2%	x	x
36	CCOc1cc(C(=O)NC)cc(OCC)c1OCC	11%	-1%	i	i	-1%	i	-21%	0%	2%	i	i
37	CC(=O)c1cccc(S(=O)(=O)N2CCC(n3nnc4cc(F)ccc43)CC2)c1	3%	9%	i	u	2%	i	u	-6%	0%	u	i
38	O=C(CSc1ncnc2c1oc1ccccc12)NCc1ccco1	-8%	2%	i	i	0%	i	0%	9%	1%	i	i
39	CCOC(=O)N1CCN(C2CC(=O)N(c3ccc(F)cc3)C2=O)CC1 (stereo not given)	8%	2%	x	x	4%	x	6%	-11%	-1%	x	x
40	Cc1cc(-c2ccc(F)cc2)nc2cc(C(N)=O)nn12	x	x	i	5.6e-08M*	-1%[25.5 µM]	4.9e-08M*	x	x	x	i	i
41	Cc1ccc2[nH]c(=O)c(CN(CCc3ccccc3)C(c3nnnn3Cc3ccco3)C(C)C)cc2c1 (stereo not given)	-20%	-16%	i	2.1e-08M*	-17%	2.3e-08M*	15%	36%	u	u	i
42	Cc1ccc(-c2ccc(=O)n(CC(=O)N3CCN(c4cccc(C)c4)C(C)C3)n2)cc1 (stereo not given)	13%	-2%	i	i	2%	i	u	22%	-1%	i	i
43	Cc1ccc(-n2nc(C)c3cc(C(=O)O)sc32)cc1	19%	-1%	x	x	-9%	x	-2%	2%	-3%	x	x
44	Cc1noc(/C=C/N(C)C)c1S(=O)(=O)N1CCCC(C(=O)NC(C)c2ccccc2)C1 (stereo not given)	13%	-5%	i	i	0%	i	2%	28%	-12%	u	i
